# CHO parental Ca = signal in parental CHO cells, OX1R antagonist counter-screen; parental CHO-K1, ATP-induced calcium, Fluo-8 fluorescence; inhibition, % at 5.6 µM; hit rate 0.63% among 330,000; AID 463079;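 active means inhibition above that plate's mean sample inhibition plus 3 SD, cut at about 26% in these data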;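 further: 0% = ATP-challenged DMSO wells and 100% = DMSO wells without ATP; some compounds past the cut are filed as inactive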
#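 Assay system: parental CHO cells; Read-out basis: percent inhibition of ATP-evoked calcium rise, normalized to controls; Benchmarks: ATP and no-ATP DMSO wells; Compound dosing: single nominal dose of 5.6 µM per compound; Signal: Fluo-8 calcium dye fluorescence; Also added: ATP as calcium-mobilizing challenge; Repeats: singlicate.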
# CHO-K1 Ca antag = counter-screen for M1 antagonists: effect in parental CHO-K1 cells; ATP-induced calcium, Fluo-8 fluorescence; inhibition, % at 3 µM; hit rate 0.6% among 360,000; AID 602250;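 active means inhibition above a per-plate cutoff, the plate's mean sample inhibition plus 3 SD, cut at about 24% in these data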;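 further: 0% = DMSO plus EC80 ATP and 100% = DMSO alone without ATP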
# M1 PAM parental = counter-screen for M1 PAMs: effect in parental CHO-K1 cells | ATP EC20, Fluo-8 calcium fluorescence; 0% at ATP EC20, 100% at ATP max | activation, % at 3 µM | hit rate 0.02% among 360,000;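 active means activation above the run cutoff, the mean activation of all test compounds plus 3 SD, cut at about 40% in these data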;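 further: peak over basal fluorescence ratio in a 140 s read after ATP addition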
# TAAR1 antagonist = antagonists of human TAAR1; Q96RJ0; CHO RD-HGA16 TAAR1, Fluo-8 calcium fluorescence, antagonist; inhibition, % at 3 µM; hit rate 1.5% among 360,000;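 active means inhibition above a per-plate cutoff, the mean inhibition of test compounds on that plate plus 3 SD, cut at about 49% in these data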;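 further: 0% = DMSO plus EC80 beta-PEA response and 100% = DMSO alone without agonist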
# Target sequence (Q96RJ0 whole entry, looked up): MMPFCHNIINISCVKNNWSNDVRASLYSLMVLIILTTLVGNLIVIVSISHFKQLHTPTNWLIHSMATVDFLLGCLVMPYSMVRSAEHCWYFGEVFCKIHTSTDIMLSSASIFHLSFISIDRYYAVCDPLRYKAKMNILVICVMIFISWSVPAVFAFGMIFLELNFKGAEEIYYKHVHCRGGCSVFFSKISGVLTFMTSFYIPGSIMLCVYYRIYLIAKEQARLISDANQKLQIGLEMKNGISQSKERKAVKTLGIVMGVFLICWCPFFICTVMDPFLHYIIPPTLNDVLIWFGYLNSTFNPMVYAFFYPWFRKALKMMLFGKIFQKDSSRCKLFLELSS
#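 Test system: hTAAR1-expressing CHO RD-HGA16 cells, Gα16-coupled; Probe or stimulus: EC80 β-phenethylamine stimulus; Compound dosing: single nominal final test compound concentration of 3 µM; Timing: 140 s kinetic read after compound, 140 s after agonist; Signal: Fluo-8 calcium-sensitive fluorescence; Measure: % inhibition of agonist calcium response; Controls: DMSO and EC80 PEA controls.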
# CHRM1 antagonist = antagonists of human M1 muscarinic receptor | P11229 | CHO-K1 hM1, Fluo-8 calcium fluorescence, ACh EC80 antagonist | inhibition, % at 3 µM | hit rate 1.3% among 360,000 | AID 588852;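 active means percent inhibition above its own plate's cutoff, namely the mean of that plate's compound wells plus 3 SD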;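 further: peak over basal fluorescence ratio during 140 s after agonist addition; 0% = ACh EC80 plus DMSO and 100% = DMSO alone without agonist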
# M1 ag = human M1 muscarinic receptor agonism; hit rate 0.33% among 360,000; activation, % at 3 µM; CHO-K1 hM1, Fluo-8 calcium fluorescence, agonist mode; 0% DMSO, 100% acetylcholine EC100;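 active means activation above the run's mean compound activation plus 3 SD, cut at about 16% in these data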;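 further: peak over basal fluorescence ratio within a 140 s kinetic read after compound addition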
# TAAR1 agonist = agonists of human TAAR1. Q96RJ0. CHO RD-HGA16 TAAR1, Fluo-8 calcium fluorescence; vehicle wells 0%, saturating PEA agonist 100%. activation, % at 3 µM. hit rate 0.99% among 360,000;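 active means activation above the mean activation of all test compounds in the run plus 3 SD, cut at about 38% in these data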
#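 Signal – calcium-sensitive Fluo-8 signal, excitation 470-495, emission 515-575 nm · System – RD-HGA16 (CHO) cells co-expressing Gα16 and hTAAR1 · Incubation – 17-24 h seeding, 75 min 37 °C dye, 30 min RT · Compound dosing – 3 µM single concentration · Repeats – no replicates (n 1)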
# M1 ag parental = nonselective activator or artifact in parental CHO-K1 cells. Fluo-8 calcium fluorescence; scaled to maximal ATP response, vehicle zero. activation, % at 3 µM. hit rate 0.48% among 360,000; in the data active means activation above about 15%;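 further: untransfected CHO-K1 host cells lacking M1 receptor as counterscreen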
# OXTR potentiate = potentiators of human oxytocin receptor | P30559 | CHO-OTR cells, Fluo-8 calcium fluorescence, potentiator mode; 0% = oxytocin EC15, 100% = EC100 | activation, % at 3 µM | hit rate 0.061% among 320,000;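 active means activation above that plate's cutoff, the mean activation of tested compounds plus 3 SD, cut at about 6.6% in these data, passing the limit was not always enough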;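 further: 100% uses oxytocin at 75 nM as the full agonist control; some results filed as inactive read as strong as hits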
# Target sequence (P30559 whole entry, looked up): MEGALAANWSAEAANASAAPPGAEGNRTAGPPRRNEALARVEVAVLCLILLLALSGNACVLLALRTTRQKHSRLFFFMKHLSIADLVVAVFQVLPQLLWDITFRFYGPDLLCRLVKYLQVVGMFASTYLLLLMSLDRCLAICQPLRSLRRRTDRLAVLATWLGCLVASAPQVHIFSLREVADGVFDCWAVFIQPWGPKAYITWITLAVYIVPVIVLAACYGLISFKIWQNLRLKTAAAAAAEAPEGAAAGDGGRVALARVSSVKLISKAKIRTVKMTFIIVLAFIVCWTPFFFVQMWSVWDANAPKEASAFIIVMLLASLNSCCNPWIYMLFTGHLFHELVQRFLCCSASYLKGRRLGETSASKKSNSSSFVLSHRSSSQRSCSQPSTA
#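 Assay system: CHO-OTR cells, human receptor / Also added: oxytocin at about EC15, sub-maximal agonist stimulus / Dosing: single dose, 3.0 µM nominal final compound concentration / Incubation: 6 min pre-incubation, 100 s read / Technique: Fluo-8 calcium dye fluorescence / Read-out: % activation vs EC15 and EC100 oxytocin / Benchmarks: EC15 oxytocin low, 75 nM oxytocin high / Replicates: singlicate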
# Starred values were filed as active, the others as inactive; · = no result given. Not a hit list; any-hit rate near 4.2%.
SMILES,CHO parental Ca,CHO-K1 Ca antag,M1 PAM parental,TAAR1 antagonist,CHRM1 antagonist,M1 ag,TAAR1 agonist,M1 ag parental,OXTR potentiate
O=C1CC(c2ccc(F)cc2)CC2=C1C(c1ccc([N+](=O)[O-])o1)Nc1ccccc1N2 (configuration not stated),-15,-16,17,-8,-22,-7,7,1.6,-15
COc1ccc(CN2CC(C(=O)NC3CCCCC3)CC2=O)cc1 (configuration not stated),-6,-5,15,-4,-10,-1,0,0.1,-6
COc1ccc(-c2nc3n(c(=O)c2C#N)CCCS3)cc1,2,-10,17,-13,-5,-3,5,-0.3,0
CC(C)(C)CN1C(=O)C(=O)NC[C@@H]1Cc1ccc(O)cc1,7,-4,7,-13,-8,-4,2,0.3,-5
Cc1ccc(CNCC(O)(c2ccccc2)c2ccccc2)cc1,-28,-10,4,-26,11,-8,0,9.0,-14
O=C(Nc1nccc(-c2cccs2)n1)c1cccs1,-5,-13,18,-3,10,-2,7,1.4,-2
O=C(NCc1ccco1)C1CC(c2ccc(C(F)(F)F)cc2)=NO1 (configuration not stated),-8,-2,-2,-1,9,0,2,3.3,-15
CN1CCN(c2nc(NCCOC34CC5CC(CC(C5)C3)C4)nc(OCC(F)(F)F)n2)CC1,1,21,-7,2,-25,-2,3,-0.1,-5
Cc1nn(-c2ccccc2)c(N2CCCC2)c1/C=N/NC(=O)c1cccc(S(=O)(=O)Nc2ccc(Cl)cc2)c1,-23,-14,21,22,-3,-6,0,2.3,2
CCOC(=O)C(=CNc1ccc(O)c(C(=O)OC)c1)C(=O)OCC,-11,-8,4,-24,-2,-3,13,-0.5,-9
CCOC(=O)C1CCCN(c2c(NCCCN(C)c3ccccc3)c(=O)c2=O)C1 (configuration not stated),-5,9,9,-17,-7,-3,2,-0.2,1
COc1cc(OC)cc(C(=O)NNC(=S)Nc2ccccc2OC)c1,-9,1,12,-6,-5,2,17,-0.1,-7
CN(C)Cc1nnnn1-c1ccccc1,-20,-1,-12,0,-10,0,1,-0.4,-1
O=C1CN(C(=O)N[C@@H](Cc2ccccc2)C(=O)N[C@@H](Cc2ccccc2)C(=O)O)c2ccccc2N1,-4,1,-2,0,-7,-1,0,0.3,-5
CC(=O)Nc1ccc(S(=O)(=O)NCCC(=O)OCC(=O)c2ccc(Br)cc2)cc1,-1,-7,-3,24,22,2,8,10,-13
Cc1ccc(C(=O)N(C)c2nnc(-c3ccncc3)s2)cc1,-9,-14,6,-17,-2,-3,1,2.0,-6
CCCCOc1ccc(CSC(=N)N)cc1[N+](=O)[O-],-21,-21,29,-20,32,-3,68*,10,-13
O=C(CSc1nnc(NC(=O)c2c(F)cccc2Cl)s1)Nc1ccccc1F,-14,-6,6,-9,-8,1,1,1.6,-8
CCC(c1nnnn1Cc1ccco1)N(Cc1cc2cc(C)cc(C)c2[nH]c1=O)CC1CCCO1 (configuration not stated),-25,-12,20,-3,-5,-2,2,-0.3,-9
CCOc1ccc(C(=O)Cc2cc3cccc(OC)c3oc2=O)cc1,-7,-7,5,-4,0,-5,2,1.3,-3
OC[C@@H]1CN(Cc2ccc(F)cc2)C[C@H](n2cnc3c(NCc4ccncc4)ncnc32)O1,·,-14,19,-1,-4,-2,3,2.1,·
COc1cccc(C2CC(c3ccc(F)cc3)Nc3nc(N)nn32)c1 (configuration not stated),-10,-1,5,2,-3,0,5,0.1,4
Cc1c(C(=O)O)sc(=S)n1-c1ccccc1,-5,7,-3,3,-13,2,4,-0.6,-16
Cc1ccc(C2=Nc3ccccc3N(C(=O)c3ccccc3)C(C)C2)cc1 (configuration not stated),-29,0,21,-23,9,-13,-1,1.2,-12
O=C1[C@@H]2[C@H](C(=O)N1Cc1ccco1)[C@H]1C=C[C@@H]2C1,-7,-14,3,-10,-2,-9,15,3.0,-7
O=C(Nc1ccccc1)c1ccc(-c2ccc([N+](=O)[O-])cc2)o1,3,-13,-9,14,5,-8,-2,2.8,-9
Cc1ccccc1NC(=O)Cn1c(CCC(=O)O)ccc1-c1cccs1,-19,0,13,6,-7,-10,2,1.0,-13
CSCC(=O)N1CCC(n2nccc2NC(=O)CCc2ccccc2)CC1,-6,-7,13,-3,-2,-2,0,-0.1,-4
O=c1c2ccccc2nc(SCc2nnc(-c3ccccc3Br)o2)n1-c1ccccc1,-20,-10,2,-14,-3,-5,-2,0.0,-3
COc1ccc(/C=C/C(=O)N(Cc2ccccc2)c2ccccn2)cc1OC,-12,-12,9,6,-5,-7,6,-0.4,-3
CC1CN(CC(=O)N2CCc3[nH]c4ccccc4c3C2)CC(C)O1 (configuration not stated),-5,-3,16,6,-27,7,15,0.2,-4
O=C(/C=C/c1ccccc1[N+](=O)[O-])NCCCN1CCCC1=O,-4,7,-7,-28,0,-4,5,0.3,-1
COc1cc(CC(=O)Nc2ccc(S(=O)(=O)Nc3ncccn3)cc2)cc(OC)c1OC,-4,-8,18,-7,-1,-3,2,0.8,-6
COc1cc(CNc2ccc3[nH]c(=O)[nH]c3c2)ccc1OCc1ccccc1,-5,-4,16,-8,-6,-4,-1,1.5,-6
O=C1NCC(Nc2ccccc2Cl)C(=O)N1 (configuration not stated),·,-4,9,-2,-23,1,4,0.1,·
CCN(CC(=O)Nc1c(F)cccc1F)C(=O)CCc1nc2cc(S(=O)(=O)N(C)C)ccc2n1CC,7,-2,-3,-18,0,-4,1,0.2,-1
CCCS(=O)(=O)N1CCN(Cc2c[nH]c3ccccc23)CC1,15,2,18,-3,-4,-8,4,1.5,-10
CC(=O)c1c(C)[nH]c(C(=O)NC2CCSc3ccccc32)c1C (configuration not stated),-12,0,-13,0,5,3,11,7.0,-15
CCOC(=O)c1nn(-c2ccc([N+](=O)[O-])cc2)cc1O,11,-10,11,-13,-15,-1,-2,0.3,-1
COc1ccc(-c2coc3c(C(=O)NCC(C)C)cccc23)c(C)c1,·,-20,6,-14,4,-4,-1,0.8,·
CC(OC(=O)c1cc(=O)[nH]c2ccccc12)C(=O)NCc1ccccc1 (configuration not stated),-9,-11,4,-4,-8,-2,1,0.8,4
CC(C)(C)CC(C)(C)NCC(O)COc1c(F)cc(Br)cc1F (configuration not stated),-12,-2,15,4,27,3,47*,8.8,-19
O=C(CSc1nnnn1Cc1ccccc1)NC1CCCCC1,-8,0,18,-1,-2,-3,5,0.6,-11
CCC(Sc1nc2cc3c(cc2c(=O)n1Cc1ccco1)OCO3)C(=O)Nc1ccccc1OC (configuration not stated),-6,-4,16,1,-8,-3,22,-0.1,-1
CCCC(=O)Nc1ccc(C(=O)/C=C/c2ccc(SC)cc2)cc1,3,2,4,29,6,-3,9,0.7,-7
CCOCCc1nnc(NC(=O)Cc2ccc(Br)cc2)s1,-1,-11,23,-12,-9,10,46*,3.3,-8
COc1ccc(S(=O)(=O)c2c(O)cc(C)c(NS(=O)(=O)c3ccccc3)c2C)cc1,3,-7,14,9,6,-9,4,4.5,-10
O=C(Cn1ccc([N+](=O)[O-])n1)NCc1ccccc1,-12,-10,19,-22,-12,-2,2,1.2,5
Cc1ccc(S(=O)(=O)N2C[C@H]3[C@H]4C(=O)N(C)C(=O)[C@H]4CC(=O)[C@H]3[C@@H]2c2ccccc2F)cc1,·,6,17,-16,-6,-2,1,0.6,·
CCc1cccc(C)c1NC(=O)CN(C)Cc1ccc(Br)cc1,40*,-10,18,9,-6,0,4,3.1,-6

# Arranged by value in CHRM1 antagonist (largest number first): 3 from the list above
mol | CHRM1 antagonist
CC(C)(C)CC(C)(C)NCC(O)COc1c(F)cc(Br)cc1F (configuration not stated) | 27
O=C(CSc1nnnn1Cc1ccccc1)NC1CCCCC1 | -2
O=C(Cn1ccc([N+](=O)[O-])n1)NCc1ccccc1 | -12

# New compounds follow:
SMILES,CHO parental Ca,CHO-K1 Ca antag,M1 PAM parental,TAAR1 antagonist,CHRM1 antagonist,M1 ag,TAAR1 agonist,M1 ag parental,OXTR potentiate
O=C(O)CSC1CC(=O)N(c2ccc(Br)cc2)C1=O (configuration not stated),-3,-13,17,2,-27,-1,-1,0.2,1
O=C(Cn1c(C(=O)N2CCN(C3CCCCC3)CC2)cc2sccc21)c1ccccc1,-21,-18,32,15,4,-7,7,2.7,-8
CCOC(=O)C1(CC2CC2)CCN(Cc2cnc(-c3ccccc3C)nc2)CC1,-17,-12,18,-18,5,-5,2,4.9,-9
CC(C)Cn1c(SCc2nc3ccccc3c(=O)[nH]2)nc2ccccc2c1=O,-24,-6,19,-1,-8,-4,7,0.5,1
Cc1ccccc1C1c2[nH]c3ccccc3c2CCN1CCCn1cccn1 (configuration not stated),-18,-15,23,-20,91*,-7,-1,1.1,2
CC(C)n1c2ccccc2c2nc3ccccc3nc21,-21,-14,17,-8,-22,-2,8,-0.1,-4
CCN(C(=O)c1coc(=O)c(Br)c1)c1ccc2c(c1)OCO2,-7,-19,11,12,-21,-8,4,0.2,0
Cc1nn(Cc2ccc(F)cc2)c2sc(C(=O)Nc3ccc(N4CCOCC4)cc3N3CCOCC3)cc12,-27,-10,19,-1,-7,-4,6,1.0,-6
CC1=C(C(=O)O)N2C(=O)C(NC(=O)c3nn(C)cc3Cl)C2SC1 (configuration not stated),-13,-5,18,2,-5,-4,7,0.5,-8
COc1ccccc1C1SCCN1S(=O)(=O)c1ccccc1 (configuration not stated),·,-7,18,-3,-8,-4,-2,0.2,·
O=C(CSc1nncs1)NNC(=O)c1ccccc1Br,-9,-9,16,2,-12,-2,1,0.6,2
Oc1ccc(C=Nc2ccc(N3CCOCC3)cc2)c(O)c1,-17,2,-5,25,-13,0,5,2.4,-10
CC1=C([N+](=O)[O-])C(c2ccccc2)C2=C(N1)c1ccccc1C2=O (configuration not stated),-9,15,-5,-2,5,-5,15,-0.2,-3
CSc1nnc(NC(=O)c2cc(=O)c3cc(C)cc(C)c3o2)s1,1,-5,-8,-2,-9,-3,3,1.1,4
O=C(Oc1ccc(N(Cc2cccs2)C2=NS(=O)(=O)c3ccccc32)cc1)c1ccccc1F,-10,-9,23,4,-1,-5,3,0.8,-1
